High-throughput results from PubChem.
ERp5 inh = blocks human ERp5 reductase activity on insulin; Q15084; ERp5 insulin aggregation, absorbance 650 nm, 90 min; inhibition, % at 9.99 µM; 350,000 compounds, 0.05% hits;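 active = mean replicate inhibition above about 25%, with every replicate also reaching it, limit read from the data, passing the limit was not always enough; inconclusive = only one of those two criteria met; inactive = neither criterion met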
Target sequence (Q15084 whole entry, looked up): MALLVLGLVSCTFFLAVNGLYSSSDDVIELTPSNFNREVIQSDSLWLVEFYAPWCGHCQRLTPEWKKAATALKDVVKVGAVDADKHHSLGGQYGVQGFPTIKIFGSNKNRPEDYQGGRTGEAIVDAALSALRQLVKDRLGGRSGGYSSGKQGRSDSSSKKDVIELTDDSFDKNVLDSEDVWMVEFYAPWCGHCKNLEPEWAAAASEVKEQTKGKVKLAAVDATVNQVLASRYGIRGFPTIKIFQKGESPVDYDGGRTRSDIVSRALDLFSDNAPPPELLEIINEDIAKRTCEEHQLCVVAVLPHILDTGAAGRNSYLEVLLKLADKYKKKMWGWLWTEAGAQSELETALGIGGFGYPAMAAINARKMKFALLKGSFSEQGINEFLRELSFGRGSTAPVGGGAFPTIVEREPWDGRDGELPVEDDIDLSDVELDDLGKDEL
E-selectin induc = induces E-selectin expression in human endothelial cells. 260,000 compounds, 0.37% hits. P16581. HUVEC E-selectin immunofluorescence imaging; normalized: neutral wells 0, TNF-alpha wells 100. AID 686992. activation, % at 7.58 µM;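 active = mean E-selectin-positive cell signal at least 10% of the positive control, reached in at least 60% of replicates, without over 20% cell loss; inconclusive = no rule given, readout overlaps actives, possibly toxicity-flagged; inactive = the rest, including those meeting only one limit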;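 note: in these data hits start at about 27%; measured in HUVEC primary endothelial cells; signal is the percent of cells scored E-selectin positive by PE staining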
Target sequence (P16581 whole entry, looked up): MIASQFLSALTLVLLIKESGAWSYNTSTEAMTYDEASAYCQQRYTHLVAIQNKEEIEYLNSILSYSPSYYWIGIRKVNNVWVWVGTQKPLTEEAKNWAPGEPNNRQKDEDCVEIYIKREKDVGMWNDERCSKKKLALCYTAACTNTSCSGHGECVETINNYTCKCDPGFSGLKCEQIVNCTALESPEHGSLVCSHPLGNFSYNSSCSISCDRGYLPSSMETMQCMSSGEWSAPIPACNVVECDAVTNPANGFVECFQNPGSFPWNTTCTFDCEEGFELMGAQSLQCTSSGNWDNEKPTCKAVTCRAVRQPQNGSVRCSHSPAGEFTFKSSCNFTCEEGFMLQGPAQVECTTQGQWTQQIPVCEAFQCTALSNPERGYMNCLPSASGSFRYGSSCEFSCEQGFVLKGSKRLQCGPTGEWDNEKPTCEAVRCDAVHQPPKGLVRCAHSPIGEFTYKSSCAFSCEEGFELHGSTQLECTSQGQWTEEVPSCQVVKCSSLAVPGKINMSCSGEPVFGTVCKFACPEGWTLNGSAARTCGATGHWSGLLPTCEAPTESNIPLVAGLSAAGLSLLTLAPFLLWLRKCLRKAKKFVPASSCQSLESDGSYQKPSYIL
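Read-out: % PE-positive cells | Test system: HUVEC | Doses: One compound dose added by pin transfer | Buffer or medium: EGM-2 over gelatin coat | Signal: Immunofluorescence imaging | Benchmarks: TNF-alpha, DMSO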
SIRT5 inh = blocks human SIRT5 desuccinylation of peptide; Purified SirT5, succinyl-peptide AMC, trypsin-coupled fluorescence; inhibition, % at 15 µM; 330,000 compounds, 1.1% hits; AID 652115; in the data active = inhibition above about 15%; inconclusive = no clear call, values can overlap the other calls
DENV2 CPE rescue = protects cells from dengue virus 2 cytopathic effect. DENV2-infected cells, cytopathic effect rescue, plate reader. CPE inhibition, % at 9.99 µM. 350,000 compounds, 1.7% hits. AID 651640; in the data active = CPE inhibition above about 20%, passing the limit was not always enough; inconclusive = no clear call, values can overlap the other calls; tested in BHK-21 cells;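 note: 0% = median of neutral control wells and 100% = median of positive control wells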
PglD DTNB = PglD (C. jejuni) enzyme inhibition; purified PglD enzyme, DTNB colorimetric CoA detection; inhibition, % at 12.5 µM; 360,000 compounds, 0.098% hits; AID 602405; in the data active = inhibition above about 16%, passing the limit was not always enough; inconclusive = no clear call, values can overlap the other calls; note: strong numbers were not always called active
S100A4 MyoIIA = blocks human S100A4 binding to myosin IIA peptide; S100A4/TAMRA-MyoIIA peptide fluorescence polarization; P26447; AID 652163; 360,000 compounds, 0.14% hits; inhibition, % at 10.7 µM;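 active = mean inhibition of at least 70% across replicates, with every replicate also reaching that level; inconclusive = mean inhibition reaches 70% but some replicates fall short; inactive = mean inhibition below 70%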
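Material: human S100A4 monomer with TAMRA-labelled myosin IIA peptide; buffer or medium: HEPES pH 7.2 with CaCl2, KCl, NaCl, DTT, Triton; compound dosing: one concentration per compound; schedule: 5 min incubation before reading; benchmarks: neutral control DMSO, positive control TFP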
C2C12 statin = suppressors of simvastatin-induced myotoxicity in C2C12 myotubes; ATP luminescence, 48 h; scaled: DMSO 0, geranylgeraniol control 100; rescue of ATP level, % at 7.49 µM; 330,000 compounds, 0.78% hits; AID 602340;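 active = mean ATP rescue above about 67%, or every replicate alone reaching that limit, limit read from the data, passing the limit was not always enough; inconclusive = no clear call, values can overlap the other calls; inactive = mean under the limit and some replicate under it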;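 note: myotubes were challenged with 10 µM simvastatin during compound exposure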
* = called active by the depositor; ? = inconclusive; . = no result given; & = joins results of further samples. These rows are one share of the data. The share of hits here may be higher or lower than overall.

The opening 3 records, ahead of the listing:
SMILES	ERp5 inh	E-selectin induc	SIRT5 inh	DENV2 CPE rescue	PglD DTNB	S100A4 MyoIIA	C2C12 statin
CCOCCCNC(=O)/C=C1\Sc2ccccc2N(Cc2ccccc2F)C1=O	8	-0.2	1	16	1	0	29
O=C(CCNC(=O)c1ccc(Cl)cc1)Nc1cccc(S(=O)(=O)N2CCCCC2)c1	-1	.	9	-4	2	-3	12
FC(F)(F)c1ccccc1-n1c(CN2CCCCC2)n[nH]c1=S	-1	.	-2	9	.	8	5

The whole of this part, previewed entries included:
SMILES	ERp5 inh	E-selectin induc	SIRT5 inh	DENV2 CPE rescue	PglD DTNB	S100A4 MyoIIA	C2C12 statin
CCOCCCNC(=O)/C=C1\Sc2ccccc2N(Cc2ccccc2F)C1=O	8	-0.2	1	16	1	0	29
O=C(CCNC(=O)c1ccc(Cl)cc1)Nc1cccc(S(=O)(=O)N2CCCCC2)c1	-1	.	9	-4	2	-3	12
FC(F)(F)c1ccccc1-n1c(CN2CCCCC2)n[nH]c1=S	-1	.	-2	9	.	8	5
O=C(O)c1ccccc1Nc1ccccc1	-11	0.1	-4	0	0	-2	7
COc1ccc(C(=O)/C(=C\N(C)C)n2nc(C)cc2C)cc1	5	-1.6	-6	14	.	-1	.
COC(=O)[C@]12C[C@H](CC(=O)NCCC(C)C)C(=O)N(CCc3ccc(OC)c(OC)c3)C1=C[C@H](C(C)(C)C)O[C@@H]2C	-7	0.0	.	-5	.	6	.
Cc1c(C(=O)N/N=C/c2ccncc2)nnn1-c1nonc1N	-8	0.1	-5	-6	-6	-6	-2
COC(=O)c1cc(N2CCNCC2)nc2ccccc12	1	.	-4	3	-9	36	8
COc1cccc(CNC(=O)C[C@H]2CC[C@H](NC(=O)C3CC3)[C@H](CO)O2)c1	-5	0.3	1	0	4	8	0
O=C(NCC(c1ccco1)N1CCCC1)c1cc(S(=O)(=O)N2CCOCC2)ccc1Cl (centres undefined)	-1	-0.3	-5	-3	-6	-8	-5
O=C(CC(F)(F)F)N1C[C@@H]2[C@H](c3ccccc31)[C@H](CO)N2C(=O)C1CCCCC1	3	0.3	.	1	-3	-5	4
CCn1c(CN2C(=O)CSc3ccccc32)n[nH]c1=S	11	1.3	-3	18	.	1	.
C[C@@H]1CN([C@H](C)CO)C(=O)c2cc(NC(=O)C3CCCCC3)ccc2O[C@@H](C)CCCCO[C@@H]1CN(C)C(=O)CCC(F)(F)F	-3	3.9	1	10	-1	-2	.
CCCCn1c(N)c(N(CCOC)C(=O)C2CCN(S(=O)(=O)c3ccc(C)cc3C)CC2)c(=O)[nH]c1=O	0	-0.5	1	0	-2	0	-10
CC(=O)Oc1oc(-c2ccccc2)nc1C=Nc1ccc(N(C)C)cc1	9	.	12	10	4	3	6
O=C(CSc1nccn1-c1ccc(F)cc1)NCc1ccc(F)cc1	-1	14	-1	6	.	-2	.
COC(=O)c1sc(N)nc1CCNC(=O)OC(C)(C)C	-6	0.0	2	-3	.	-8	.
COc1cccc(NC(=O)N(C)C[C@@H]2Oc3cc(-c4cccc(C(=O)N(C)C)c4)ccc3S(=O)(=O)N([C@@H](C)CO)C[C@@H]2C)c1	4	0.0	4	-3	8	12	-24
CCN(CC)C(=O)Oc1ccc(Br)cc1C(=O)Nc1ccc(F)cc1F	2	.	-2	-4	.	5	.
CCNC(=O)C[C@@H]1CC[C@H]2[C@@H](COC[C@@H](O)CN2C(=O)c2ccccn2)O1	-7	0.1	-8	-3	0	-4	-5
Cc1ccc(S(=O)(=O)NCC2(c3ccccc3)CCN(C)CC2)cc1	3	0.1	2	7	2	-1	5
Cn1c(=O)c2sccc2n2c(CCCC(=O)NCc3cccnc3)nnc12	0	.	-4	-2	-4	-6	-11
COc1cccc(NC(=O)Cc2nc(-c3ccccc3)sc2-c2ccc(C)cc2)c1	4	0.8	0	-4	-4	-43	1
COc1ccc(CNC(=O)CSc2nc3ccc(OC)cc3[nH]2)cc1	3	0.3	-1	6	-1	0	32
O=S(=O)(CS(=O)(=O)c1ccccc1Br)c1ccccc1Br	7	-0.2	.	-7	.	17	.
COc1ccc(OCC(=O)NC(=S)Nc2ccccc2F)cc1	0	.	1	3	.	0	.
Cc1ccc(Cl)cc1N1CCN(C(=O)c2ccc(NC3=NC4CS(=O)(=O)CC4S3)cc2)CC1 (centres undefined)	0	.	-1	1	-3	-3	-43
C[C@H](NC(=O)C[C@H]1CC[C@@H](NC(=O)c2cccnc2)[C@@H](CO)O1)c1ccccc1	-1	0.2	-1	-4	1	15	-3
COC(=O)c1ccc(Nc2cc(C)nc3nc(C)nn23)cc1	-1	-0.1	0	-3	3	-5	10
NC(=O)C1CCCN(S(=O)(=O)c2ccccc2)C1 (centres undefined)	0	.	-4	-5	-3	6	-1
Cc1cc(C)c2nc(NNC(=O)c3cc(=O)c4ccccc4o3)sc2c1	2	1.2	.	-7	3	-3	5
CCCCC(=O)Nc1ccccc1Oc1ccccc1	-2	.	-1	0	.	-1	.
CC(=O)NCc1ccc(S(=O)(=O)N/N=C/c2ccccc2)cc1	4	.	1	-2	.	-3	.
CC1=C(C(=O)N(C(C)C)C(C)C)CC(CC(=O)NC2CCCC2)C(=O)N1CCC1=CCCCC1 (centres undefined)	6	-0.1	7	3	2	-3	9
COCCNC(=O)C[C@H]1CC[C@@H]2[C@@H](COc3ccc(NC(=O)Nc4cccc(F)c4)cc3C(=O)N2C)O1	3	0.1	-1	11	1	1	-12
COc1ccc(OC)c(N(CC(=O)NC2CCCC2)S(=O)(=O)c2ccc(OC)c(OC)c2)c1	-2	-0.2	-2	-5	-3	3	-7
Cc1ccc(S(=O)(=O)N2C[C@@H]3[C@H]4CC[C@H](C4)[C@@H]3[C@@H](C)[C@H]2c2ccco2)cc1	1	0.0	-4	-13	-2	2	-1
N#CC1=C(N)OC2=C(C(=O)CCC2)C1c1cc2c(cc1Cl)OCO2 (centres undefined)	2	.	10	-7	8	-2	-2
Cc1ccc2nc(-c3ccc(N)cc3)sc2c1	1	0.2	-7	10	4	-1	.
COc1ccccc1N1CCN(C(=O)CSc2nnc(C)n2C2CC2)CC1	-6	-0.4	1	4	5	3	-3
NS(=O)(=O)c1ccc(CCNC(=O)COc2ccc3c4c(c(=O)oc3c2)CCC4)cc1	1	.	0	10	0	-6	9
CC(C)NC(=O)c1cccc(Br)c1	2	.	28*	7	-2	-1	-3
Cc1ccc(F)c(S(=O)(=O)NC(=O)C2(C)CCN2C(=O)Cc2cc(F)ccc2F)c1 (centres undefined)	0	-0.1	-2	9	3	0	-7
O=C(C[C@@H]1C[C@H]2c3cc(NC(=O)NC4CCCC4)ccc3O[C@H]2[C@H](CO)O1)NCc1ccc(Cl)cc1	.	-0.4	0	0	0	7	12
Cc1cccc2c1c1ccc3c(c1n2C)C(=O)C=CC3=O	2	0.2	-2	-1	0	-4	20
Cc1cccc(N2C(=O)C(O)=C(C(=O)c3cccs3)C2c2ccccc2)n1 (centres undefined)	3	0.0	-1	-1	.	5	.
CCC/C(=C1/c2ccccc2C(=O)N1c1ccccc1)c1c(C)noc1C	2	-0.5	.	-4	.	-2	.
O=C(Nc1ccc2c(c1)OCCO2)C1CC(O)CN1C(=O)Nc1ccccc1 (centres undefined)	3	0.2	2	7	.	-1	0
C[C@@H]1CN([C@H](C)CO)C(=O)c2cc(NS(=O)(=O)c3cccs3)ccc2O[C@@H]1CN(C)S(=O)(=O)c1ccc(Cl)cc1	-4	-0.1	5	-11	2	-3	-5
COc1ccc(/C=C2\SC(=S)N(CCC(=O)Nc3cccc(O)c3)C2=O)cc1	1	.	-3	15	-6	-3	3

Remaining list, next part
SMILES	ERp5 inh	E-selectin induc	SIRT5 inh	DENV2 CPE rescue	PglD DTNB	S100A4 MyoIIA	C2C12 statin
COc1ccc(-c2cc(C(F)F)n3ncc(C(=O)Nc4c(C)n(C)n(-c5ccccc5)c4=O)c3n2)cc1	6	8.1	-5	-4	0	5	-10
Cc1ccc(S(=O)(=O)NC(=O)c2ccc(F)cc2)c(C)c1	0	.	1	-1	6	1	4
C[C@@H]1CCCCO[C@H](CN(C)S(=O)(=O)c2ccc(Cl)cc2)[C@H](C)CN([C@H](C)CO)C(=O)c2cc(NS(=O)(=O)c3ccccc3)ccc2O1	-2	0.0	-1	-9	4	-25	-25
O=C(C1CCOCC1)N1C[C@@H]2[C@H](c3ccccc31)[C@@H](CO)N2Cc1ccccc1	0	0.4	-1	.	2	7	-14
O=C(CCCOc1ccc(Cl)cc1Cl)N/N=C/c1ccc(Cl)cc1	8	-0.1	-2	5	-7	-2	1
Cc1ccc2c(c1)N(CC(=O)N1CCCC1)C(=O)CO2	-1	0.6	-1	-4	6	-5	-4
CC(=O)N1CCN(c2ccc(NS(=O)(=O)c3ccc(C)cc3)cc2)CC1	4	0.9	2	-4	-6	3	10
O=C(C1CCCCC1)N1CC(=O)N2[C@H](C1)[C@@H](c1ccc(C#Cc3cccc(F)c3)cc1)[C@@H]2CO	0	0.1	4	3	.	-4	.
CC[C@H]1C(O)C[C@H]2CCN3C(=O)CCC[C@H]1[C@H]23 (some centres undefined)	2	2.1	-1	-5	-7	-1	-12
COc1ccc(N2C(=NC(=O)CC3CCCCC3)SC3CS(=O)(=O)CC32)cc1 (centres undefined)	-3	0.2	-3	2	4	-22	-13
O=C(C[C@H]1CC[C@@H]2[C@H](COC[C@@H](O)CN2S(=O)(=O)c2ccc(F)cc2)O1)N[C@@H]1CCN(Cc2ccccc2)C1	-2	-0.1	-4	2	-4	-19	-5
O=C(Nc1ccc2ccccc2c1)C(c1ccc(C(F)(F)F)cc1)n1c(=O)c(-c2cc3ccccc3[nH]2)nc2ccccc21 (centres undefined)	-8	5.2	2	?	.	-8	.
COc1ccc(-n2nc([N+](=O)[O-])c(=NC3CCN(Cc4ccccc4)CC3)n2O)cc1	2	-0.1	-5	.	-7	7	3
CC(C)(Cc1cccc(CC(C)(C)C(=O)O)c1)C(=O)O	2&-1	-0.1	2	12	20	19&2	-2
O=C(CCl)NC1CCCc2ccccc21 (centres undefined)	-5	-1.6	0	-6	.	-2	.
CC(C)CN(C(=O)CN(C)C(=O)Cc1c(F)cccc1Cl)c1c(N)n(CC(C)C)c(=O)[nH]c1=O	1	-0.1	.	?	5	-4	24
COC(=O)c1cc(S(=O)(=O)NCC2CCN(Cc3ccc(F)cc3)CC2)cn1C	8	.	-3	-1	-1	-10	-1
O=C(c1cccc(NS(=O)(=O)c2ccc(Br)cc2)c1)N1CCCCC1	-5	-5.2	0	9	.	-1	.
O=C(NC(=S)Nc1nc(-c2ccc(Br)cc2)cs1)c1ccco1	2	-0.8	-3	3	.	-6	.
COCCn1c(=O)sc2ccccc2c1=O	-2	-0.7	-1	13	.	-4	.
CN(CCC#N)C(=O)COC(=O)/C=C/c1ccc2c(c1)OCO2	-6	.	0	5	-7	0	3
COc1ccc2c3c(n(C)c2c1)[C@@H](CO)N(C(=O)c1ccccc1)CC31CCN(C(C)=O)CC1	-2	-0.1	12	?	.	-2	.
CC(=O)Nc1ccc(S(=O)(=O)NCCC(=O)NNC(=O)c2ccccc2O)cc1	5	.	-4	2	4	0	28
CN(C)C(=O)C[C@@H]1CC[C@H](NC(=O)Nc2cccc(F)c2)[C@H](CO)O1	4	0.0	-6	8	0	-3	-6
CCN(CC(=O)Nc1ccc(NC(C)=O)cc1)C(=O)c1cc(C)on1	-3	-1.6	-3	10	.	-7	6
COc1ccc(/C=C(\C#N)C(=O)NC(C)c2ccccc2)cc1O (centres undefined)	-4	.	0	0	-4	-2	-3
CO[C@@H]1CN(C)C(=O)c2ccc(NS(=O)(=O)c3cccc(F)c3)cc2OC[C@H](C)NC[C@@H]1C	9	2.7	-2	-9	-4	7	-24
